High-throughput results (PubChem)
IEC-6 tox = kills IEC-6 intestinal cells in KLF5 counter-screen. IEC-6 cytotoxicity, luminescence viability. inhibition, % at 5 µM. 290,000 tested, 0.78% active; in the data active means inhibition above about 22%;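 further: 0% = plate median of test compound wells and 100% = cytotoxic reference compound wells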
HIF activator = HIF pathway transcriptional activation; activation, % at 7.5 µM (by protocol); U2OS HRE-luciferase reporter, luminescence; normalized: DMSO 0%, desferrioxamine 100%; AID 1910; 300,000 tested, 0.32% active;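 active means mean activation of at least 10% of the iron chelator positive control signal, with at least half of replicates also reaching 10%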
aSyn 5UTR inh = 5' untranslated region of α-synuclein, MLPCN primary screen; inhibition, % (tested at 7.5 µM); alpha-synuclein 5'UTR reporter, inhibitor activity; AID 1813; 300,000 tested, 0.82% active; in the data active means inhibition above about 60%;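 further: H4 neuroglioblastoma cells stably carrying SNCA 5'UTR luciferase fusion; 0% = DMSO wells and 100% = positive control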
GSK3B inh = human GSK3beta kinase inhibition. P49841. GST-GSK3beta kinase, ADP-Glo luminescence, 60 min; stronger effect = lower value. activity score (negative = inhibition), % at 10 µM. 300,000 tested, 0.038% active. AID 2097;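 active means more than half of replicate wells score below -50%, meaning over 50% inhibition versus plate controls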;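 further: 0% = median DMSO wells and -100% = median GW8510 positive control wells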
Target sequence (P49841 whole entry, looked up): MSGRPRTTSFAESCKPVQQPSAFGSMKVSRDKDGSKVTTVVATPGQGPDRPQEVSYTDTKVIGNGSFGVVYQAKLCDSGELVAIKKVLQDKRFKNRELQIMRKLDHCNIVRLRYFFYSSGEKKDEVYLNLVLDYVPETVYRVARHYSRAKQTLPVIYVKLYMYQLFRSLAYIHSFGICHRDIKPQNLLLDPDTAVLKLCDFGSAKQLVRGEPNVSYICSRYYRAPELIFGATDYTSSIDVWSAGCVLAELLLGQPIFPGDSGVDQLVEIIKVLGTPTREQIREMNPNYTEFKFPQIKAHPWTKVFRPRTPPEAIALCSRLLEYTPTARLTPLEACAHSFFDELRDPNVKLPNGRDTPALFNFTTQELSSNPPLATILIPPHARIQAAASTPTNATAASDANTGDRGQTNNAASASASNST
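Assay system: GST-tagged human GSK3beta kinase, cell-free; Input: 1.6 ng GSK3beta; Medium: Tris/MgCl2 kinase buffer; Timing: 60 min enzyme reaction, room temperature; Signal: ADP-Glo luminescence quantifying ADP generated by kinase; Evaluation: score relative to plate controls; Benchmarks: DMSO neutral wells and GW8510 at 20 µM as positive.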
HSF1 activator = increases HSF-1 driven luciferase reporter signal; 300,000 tested, 1.7% active; activation, % at 9 µM; AID 504408; NIH3T3-HGL HSF-1 luciferase reporter, MG132, 8 h; 100% = twice DMSO control signal;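 active means mean replicate activation of at least 50% with a set share of replicates each reaching 50%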;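 further: 0% = median of the neutral control wells and 100% = twice that signal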
HSF1 inh = HSF1 inhibition. NIH3T3-HGL HSE-luciferase, MG132-induced, luminescence 8 h; stronger effect = lower value. activity change, negative = inhibition, % at 7.5 µM (by protocol). 300,000 tested, 0.77% active. AID 2098;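 active means more than half of replicate wells show activity change below -50%, luminescence cut by over half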;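 further: luciferase reports HSF-1 transcriptional activity via heat shock element; 0% = median of DMSO wells and -100% = zero luminescence signal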
KLF5 inh = kruppel-like factor 5 inhibition | AID 1700 | inhibition, % at 5 µM | 290,000 tested, 0.23% active | DLD-1 KLF5 promoter-luciferase reporter, luminescence;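 active means inhibition above a per-plate limit of that plate's mean compound inhibition plus 3 SD, cut at about 60% in these data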;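 further: 0% = DMSO wells and 100% = LY294002 at 200 µM; higher means less KLF5 promoter-driven luciferase light; inactives centre near -14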
AI-2 QS mod = modulators of Vibrio harveyi AI-2 quorum sensing system; activity change, % at 7.5 µM; 300,000 tested, 0.4% active; Vibrio harveyi JMH597 AI-2 luminescence/OD600 ratio, 9 h; stronger effect = lower value; strain lacks LuxN and CqsS sensors; 0 = neutral-control median; in the data active means activity change below about -75%, passing the limit was not always enough;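 further: luminescence divided by OD600 gain over 9 h not by final OD600 alone; inactives centre near 13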
GSK3A inh = blocks human GSK-3 alpha kinase; P49840; ADP-Glo luminescence, 60 min; inhibition, % at 10 µM; 320,000 tested, 0.1% active; AID 2650;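 in the data active means inhibition above about 50%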;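 further: GST-tagged GSK-3 alpha with peptide substrate and 25 µM ATP; 0% = DMSO neutral wells and 100% = GW8510 positive control wells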
Target sequence (P49840 whole entry, looked up): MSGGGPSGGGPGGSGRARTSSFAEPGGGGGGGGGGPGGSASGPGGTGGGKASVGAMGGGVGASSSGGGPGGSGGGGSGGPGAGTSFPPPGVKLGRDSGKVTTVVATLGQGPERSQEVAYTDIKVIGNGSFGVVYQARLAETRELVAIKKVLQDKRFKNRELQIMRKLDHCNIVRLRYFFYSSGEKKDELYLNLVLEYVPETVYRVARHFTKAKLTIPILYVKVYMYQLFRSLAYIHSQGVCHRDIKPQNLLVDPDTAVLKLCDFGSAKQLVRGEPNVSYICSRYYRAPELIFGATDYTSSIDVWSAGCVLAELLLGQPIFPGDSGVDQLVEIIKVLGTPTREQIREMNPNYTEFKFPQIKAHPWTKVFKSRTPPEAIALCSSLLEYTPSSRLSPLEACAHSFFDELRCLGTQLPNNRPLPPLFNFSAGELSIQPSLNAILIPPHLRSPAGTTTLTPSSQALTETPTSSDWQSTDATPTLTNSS
HSP90 refold inh = blocks HSP90-mediated luciferase refolding in reticulocyte lysate; Rabbit reticulocyte lysate, luciferase refolding luminescence, 3 h; inhibition, % at 5.6 µM; 290,000 tested, 0.91% active; AID 1789;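 active means inhibition above the screen-wide mean plus 3 SD, computed separately per campaign, cut at about 16% in these data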;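 further: 0% = DMSO wells and 100% = 60 µM geldanamycin wells; inhibitors lower the luminescence because luciferase stays unfolded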
An asterisk follows results filed as active; x = no result given.

compound,aSyn 5UTR inh,AI-2 QS mod,HSF1 inh,GSK3B inh,KLF5 inh,HIF activator,IEC-6 tox,HSF1 activator,GSK3A inh,HSP90 refold inh
CCn1nnnc1SCC(=O)Nc1nc2ccc(OC)cc2s1,-50,-55,11,3,-65,5.2,-4,12,0,-4
COc1cccc(/C=N/n2c(N)c(S(=O)(=O)c3cccs3)c3nc4ccccc4nc32)c1OC,10,8,0,0,7,0.0,-6,16,-2,-2
C/C=C(\C)C(=O)Nc1cccc(C2=NOC3(C2)C[C@H](C(N)=O)N(C(=O)C(c2ccccc2)c2ccccc2)C3)c1 (stereo partly drawn),-11,-4,-3,5,x,-0.7,x,4,-4,x
COc1cc(OC)cc(C(=O)Nc2nnc(SCC(=O)NCC3CCCO3)s2)c1 (stereo not drawn),-1,14,-5,-2,-3,-0.2,0,-6,-2,2
COc1cc(/C=C/C(=O)O)cc(S(=O)(=O)Nc2ccc3nc(C)sc3c2)c1OC,-5,16,-14,2,7,-0.1,-7,-17,-3,17*
COc1ccc(OC)c(C(c2nnnn2C2CCCC2)N2CCN(c3ccccc3F)CC2)c1 (stereo not drawn),23,27,1,-5,-2,-0.3,6,19,-2,3
CCCc1ccc(OCCNC(C)=O)cc1,-14,12,-1,-1,-24,x,2,-6,-5,1
C/C(=N/NS(=O)(=O)c1ccccc1)c1ccc(Cl)cc1,-46,12,14,-2,0,-0.8,1,28,-1,3
O=C(CN1C2=NCCCN2c2ccccc21)c1ccc([N+](=O)[O-])cc1,17,16,0,4,-34,-0.4,-5,7,x,3
Cn1c(CCN2CCN(c3ccccn3)CC2)nc2cc(NC(=O)COc3ccc([N+](=O)[O-])cc3)ccc21,-6,1,9,-2,-22,1.0,-7,22,-3,-5
CCC(NC(=O)c1cc(COc2ccc(OC)cc2Cl)on1)c1ccncc1 (stereo not drawn),-71,0,-8,3,-59,1.1,4,22,-1,-2
COc1ccc(C(C)NC(=S)NCc2ccc(F)cc2)cc1 (stereo not drawn),1,-4,2,1,-30,0.0,1,1,4,-3
COc1ccccc1CNC(=O)C(NS(=O)(=O)c1ccc2c(c1)OCCO2)C(C)C (stereo not drawn),7,24,-2,2,-2,0.5,8,14,-1,0
CN(C)C(=O)CN1c2cccc3cccc(c23)S1(=O)=O,20,-7,3,5,-57,-1.3,4,9,0,1
Cc1cccc2cc(CN(CC3CCCO3)C(=O)c3ccncc3)c(=O)[nH]c12 (stereo not drawn),-2,26,0,-2,-30,0.2,-1,11,0,3
COc1ccccc1-c1noc(CCCC(=O)NC2CCCCC2)n1,-7,12,-10,-4,7,-3.5,-6,11,2,2
CC(C(=O)Nc1cccnc1)n1cc([N+](=O)[O-])cn1 (stereo not drawn),-12,17,4,-2,-6,0.3,-5,6,-3,-1
Cc1ccc(-c2[nH]c(=S)[nH]c(=O)c2C#N)cc1,17,24,1,2,-20,-0.9,17,14,-1,-5
CCn1c(SCC(=O)Nc2cccc(NC(C)=O)c2)nc2c([nH]c3ccccc32)c1=O,0,34,6,3,-15,-1.6,11,5,-1,0
CNC(=O)c1snnc1-c1ccccc1,3,9,1,4,-27,-0.1,4,-6,1,0
CC(C)N=c1cc2n(-c3ccc(Cl)cc3)c3ccccc3nc-2cc1Nc1ccc(Cl)cc1,42,21,-3,1,x,-0.2,x,x,0,x
CC(=O)OC(C(=O)NC1CCCCC1)c1ccncc1 (stereo not drawn),2,13,0,0,-9,0.2,-7,9,-3,-2
C=CCSc1nnc(C)n1-c1ccc(Cl)cc1,20,18,-14,3,-20,-0.4,-1,-16,1,4
CCc1noc(C)c1C(=O)Nc1cc(S(=O)(=O)N(CC)CC)ccc1N1CCCC1,11,19,3,4,x,2.1,x,-15,-4,x
CC1(C)CCCN(Cc2c(O)ccc3c(=O)c(-c4nc5ccccc5s4)c(N)oc23)C1,-125,3,52,2,-88,2.0,-1,79*,2,-2
CC(C)(C)c1ccc(C(=O)COC(=O)CN2C(=O)NC3(CCCC3)C2=O)cc1,-11,11,-5,0,-21,-0.3,1,6,0,3
Cc1cc(C(=O)Nc2nc3c(s2)CCCC3)cs1,-52,35,22,-4,-130,-1.0,1,42,1,7
CCN(CC)Cc1c(C(=O)N2CCc3ccccc3C2)nc2ccc(Cl)cn12,-13,16,8,1,-8,-1.0,-6,11,-2,-2
CCOC(=O)CNS(=O)(=O)c1cc(-c2nnc(Nc3ccc4c(c3)OCO4)c3ccccc23)ccc1C,10,66,3,-2,-23,-0.2,-6,21,-1,-4
CCOc1ccc2c(c1)sc1nc(C(=O)OC)cc(=O)n12,7,18,-11,2,-1,-0.1,-1,-6,1,-2
CCOc1ccc(NC(=O)CCC(=O)N/N=C(\C)c2cccs2)cc1,16,14,0,-1,-8,2.0,-2,-1,-1,1
CC1CCCCN1S(=O)(=O)c1cccc2nonc12 (stereo not drawn),11,14,2,2,-19,-0.5,2,-10,-1,-1
Nc1n[nH]c(N)c1N=Nc1ccc2c(c1)OCO2,-229,15,17,-5,-96,3.0,12,41,0,4
COc1cc(CNn2c(C)n[nH]c2=S)cc(Cl)c1OCC(=O)NC(C)(C)C,15,x,-2,x,6,-0.2,-3,-19,6,-2
CCOc1ccccc1NC(=S)N(CCOC)C1CCN(C(C)=O)CC1,-8,-12,-9,-2,-31,-0.4,-11,-12,-4,-3
CN1C2=CC=CC=CC2=[N+](C)C12C([N+](=O)[O-])=CC(=[N+]([O-])[O-])C=C2[N+](=O)[O-] (stereo not drawn),-73,8,0,1,-32,0.2,0,2,4,-3
CCOc1ccc2[nH]c(C)c(CN3CCN(CC)CC3)c(=O)c2c1,31,2,-5,-1,-15,0.1,-1,-7,0,0
c1coc(-c2nc(-c3ccncc3)no2)c1,-122,-2,12,-1,-87,0.2,5,11,4,3
COc1ccccc1N1CCN(c2cc(=O)n(-c3ccccc3Cl)c(=O)[nH]2)CC1,3,22,-2,2,17,0.0,-2,7,2,-2
Cc1c([N+](=O)[O-])c(N)nn1C,39,13,-2,-2,-21,0.6,-1,-20,-1,1
C(=N\c1nc2ccccc2n1CCN1CCCCC1)/c1ccc2c(c1)OCO2,0,29,-2,0,-13,0.2,1,-13,5,0
CC1(C(=O)OCC(=O)c2c[nH]c3ccccc23)CC1(Cl)Cl (stereo not drawn),-260,18,7,1,-141,3.0,-2,20,-1,-5
Cc1c(CC(=O)N[C@@H](CCCNC(N)=O)C(=O)O)c(=O)oc2cc3oc4c(c3cc12)CCCC4,11,3,-3,6,-19,0.0,-3,-1,-1,15
O=C(c1ccccn1)N1N=C2/C(=C/c3ccc(F)cc3)CCCC2C1c1ccc(F)cc1 (stereo not drawn),-1,13,2,3,-28,-0.5,5,-6,x,1
O=C(CN(c1ccc2c(c1)OCCO2)S(=O)(=O)c1ccccc1)NCc1ccco1,-1,20,5,-3,-6,-0.7,-6,0,-3,-4
CC(=O)Oc1ccc2oc(C)c(C(=O)N3CCOCC3)c2c1,3,15,3,-3,-16,0.0,5,8,-2,3
Cc1ccc(C(=O)c2cn[nH]c2-c2cc(Cl)ccc2O)cc1,-10,44,1,-2,-17,0.1,-1,12,2,-1
Cc1ccc(C(=O)CNc2ccccc2)cc1,-60,18,18,8,-34,6.6,-5,40,-3,2
S=C(NCCc1ccccc1)N1CCN(Cc2ccccc2)CC1,-14,22,4,3,-4,0.2,4,-7,0,3
O=C(CSc1ccc([N+](=O)[O-])cn1)Nc1cc(C(F)(F)F)ccc1N1CCOCC1,-1,16,27,0,0,0.2,-5,32,0,1

Part of the list above, with each value named.
SMILES: COc1ccccc1N1CCN(c2cc(=O)n(-c3ccccc3Cl)c(=O)[nH]2)CC1
  aSyn 5UTR inh = 3; AI-2 QS mod = 22; HSF1 inh = -2; GSK3B inh = 2; KLF5 inh = 17; HIF activator = 0.0; IEC-6 tox = -2; HSF1 activator = 7; GSK3A inh = 2; HSP90 refold inh = -2

SMILES: COc1cc(OC)cc(C(=O)Nc2nnc(SCC(=O)NCC3CCCO3)s2)c1 (stereo not drawn)
  aSyn 5UTR inh = -1; AI-2 QS mod = 14; HSF1 inh = -5; GSK3B inh = -2; KLF5 inh = -3; HIF activator = -0.2; IEC-6 tox = 0; HSF1 activator = -6; GSK3A inh = -2; HSP90 refold inh = 2

The results go on.
compound,aSyn 5UTR inh,AI-2 QS mod,HSF1 inh,GSK3B inh,KLF5 inh,HIF activator,IEC-6 tox,HSF1 activator,GSK3A inh,HSP90 refold inh
O=C(NCc1ccccc1)c1onc(CS(=O)(=O)c2ccc(Cl)cc2)c1C(=O)NCc1ccccc1,43,3,-3,-1,x,-0.1,x,-1,0,x
COc1cc(OC)c(N(C)S(=O)(=O)c2cccc(C(=O)NC3=NCCS3)c2)cc1Cl,-6,10,7,4,-5,0.9,-4,28,1,1
CC1(C)CC(=O)N(CC(=O)NC2CCCC2)c2ccccc2S1(=O)=O,-11,25,-1,-2,7,-0.1,-1,7,0,-1
CC(c1ccccc1)N1CCn2c(nc3cc(NC(=O)NC4CCCCC4)ccc32)C1 (stereo not drawn),-36,45,4,2,-33,0.4,-2,11,22,10
CC(=O)N(c1ccc(Cl)cc1)c1cn(C(C)=O)c2ccccc12,-14,7,2,-1,-27,-0.2,-5,37,-1,-4
CCN(CC)c1ccc(NC(=O)COc2ccc(N(C)S(=O)(=O)c3cccs3)cc2)cc1,-13,13,5,-1,-3,-1.0,-1,48,x,-5
Cc1cc(C(=O)N/N=C/C=C/c2ccc3c(c2)OCO3)n[nH]1,-50,11,-4,1,-9,0.6,-2,0,-1,1
Cc1cc(C)c(OCC(=O)OCCNC(=O)c2cccnc2)c(C)c1,15,8,x,-2,-3,x,-3,x,x,-1
COc1cc(NC(=O)c2ccco2)c(OC)cc1NC(=O)c1cc(OC)c(OC)c(OC)c1,17,32,2,-3,-24,-0.7,6,18,3,5
C=CCN1C(=O)C(CC(=O)Nc2ccc(OC)cc2)N(Cc2ccco2)C1=S (stereo not drawn),14,-9,8,4,14,0.1,-1,13,-2,2
CCOc1ccccc1NC(=S)NC(=O)C1CCCCC1,26,4,-8,-1,-6,0.1,-2,-6,1,6
Cc1c(C)n2c(SCC(=O)N3CCCCC3)nnc2[nH]c1=O,5,30,-8,-5,x,0.1,x,-4,1,x
O=C1c2ccccc2C(=O)N1Cc1nc2ccccc2c(=O)n1CCCN1CCOCC1,25,20,-2,0,-28,0.2,-1,4,0,0
O=C(Nc1ccc(-c2cn3c(n2)SCC3)cc1)c1ccc2ccccc2n1,-186,13,1,0,-123,2.1,-4,6,-2,2
COc1cc(CNn2cn[nH]c2=S)cc(Cl)c1OCc1ccccc1,-28,9,16,4,-7,x,-2,6,0,2
CC1CC(C)CN(C(=O)c2ccc(S(=O)(=O)N3CCCC3)cc2)C1 (stereo not drawn),10,9,-7,0,-33,0.0,-2,-4,-2,2
Fc1ccc(Sc2ccccc2CNC2=NCCN2)cc1,3,10,9,4,-14,-0.1,-2,55*,-1,-5
O=[N+]([O-])c1ccccc1N/N=C1\CCc2ccccc21,-187,27,18,-3,-1,5.3,10,30,-1,1
